Compound activity from PubChem.
Vc quorum ag – quorum light induction in luxS cqsA deficient V. cholerae | V. cholerae BH1578 lux reporter, luminescence, 6 h | activation, % at 18.7 µM | hit rate 0.16% among 350,000; in the data active = activation mostly above about 9.7%, no sharp cut-off; note: not every result past the cut was called active; inactives centre near 0; reference of the scale not given here
Rv3671c inh – Rv3671c (M. tuberculosis) protease inhibition; inhibition, % at 5.96 µM; hit rate 0.048% among 320,000; P9WHR9; in the data active = inhibition above about 38%;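 note: extracellular domain of Rv3671c used as enzyme; 0% = enzyme with DMSO and 100% = no enzyme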
VHR inh abs – DUSP3 (human) phosphatase inhibition; inhibition, % at 13.3 µM; P51452; AID 1654; recombinant VHR phosphatase, pNPP absorbance; hit rate 0.52% among 290,000; in the data active = inhibition above about 50%; note: some compounds called inactive have numbers as strong as hits
Target sequence (P51452 whole entry, looked up): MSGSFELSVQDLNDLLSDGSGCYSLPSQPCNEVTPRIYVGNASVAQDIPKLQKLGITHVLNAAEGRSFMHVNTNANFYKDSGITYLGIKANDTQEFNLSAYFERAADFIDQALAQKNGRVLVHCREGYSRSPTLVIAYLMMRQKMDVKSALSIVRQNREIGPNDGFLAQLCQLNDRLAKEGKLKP
Y pestis TopoI – Y. pestis Topo-I inhibition via cleavage products | Y. pestis Topo-I cleavage product accumulation, plate reader | activity, % at 10 µM | hit rate 0.064% among 360,000; in the data active = activity above about 50%, passing the limit was not always enough; note: inactives centre near 2
Anthrax LF inh2 – anthrax lethal factor protease inhibition | hit rate 0.12% among 360,000 | P15917 | inhibition, % at 10 µM | multiplex microsphere protease cleavage assay, LF; in the data active = inhibition above about 30%; note: plate controls were buffer without enzyme for full effect and enzyme alone for no effect
Target sequence (P15917 whole entry, looked up): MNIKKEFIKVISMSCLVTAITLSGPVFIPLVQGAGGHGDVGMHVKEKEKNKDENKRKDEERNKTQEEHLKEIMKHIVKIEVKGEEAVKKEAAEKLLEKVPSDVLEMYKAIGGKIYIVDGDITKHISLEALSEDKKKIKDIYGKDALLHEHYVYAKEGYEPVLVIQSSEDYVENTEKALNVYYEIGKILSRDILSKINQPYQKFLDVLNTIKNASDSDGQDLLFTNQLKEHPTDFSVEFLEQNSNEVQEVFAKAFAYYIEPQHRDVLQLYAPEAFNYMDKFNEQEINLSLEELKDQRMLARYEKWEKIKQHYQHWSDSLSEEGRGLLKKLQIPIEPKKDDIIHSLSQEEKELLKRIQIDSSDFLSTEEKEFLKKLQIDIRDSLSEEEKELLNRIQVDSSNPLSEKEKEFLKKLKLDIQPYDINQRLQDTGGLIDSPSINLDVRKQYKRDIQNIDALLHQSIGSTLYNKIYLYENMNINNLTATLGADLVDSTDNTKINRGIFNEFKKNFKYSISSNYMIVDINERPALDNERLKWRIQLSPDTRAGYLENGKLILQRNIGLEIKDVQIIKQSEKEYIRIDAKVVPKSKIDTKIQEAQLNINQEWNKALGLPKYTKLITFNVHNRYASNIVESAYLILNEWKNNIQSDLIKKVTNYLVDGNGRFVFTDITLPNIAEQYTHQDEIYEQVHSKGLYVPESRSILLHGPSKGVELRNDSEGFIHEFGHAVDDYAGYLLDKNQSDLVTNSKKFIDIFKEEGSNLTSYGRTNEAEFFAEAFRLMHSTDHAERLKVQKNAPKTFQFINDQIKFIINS
MazEF act – activators of E. coli MazEF toxin-antitoxin RNase; P0AE70; activation, % at 20 µM; hit rate 0.32% among 350,000; FAM/BHQ RNA-DNA oligo cleavage fluorescence, 5 h; AID 504720; in the data active = activation above about 50%
TcdB inh – inhibitors of Clostridioides difficile toxin B glycohydrolase. TcdB glycohydrolase enzymatic assay, plate reader. P18177. inhibition, % at 9.99 µM. hit rate 0.24% among 350,000. AID 652162; in the data active = inhibition above about 10%
PfHsp40 rescue – compounds rescuing yeast from Plasmodium falciparum HSP40 toxicity. growth rescue, % at 12.5 µM. AID 504582. hit rate 0.68% among 340,000. S. cerevisiae expressing PfHsp40, growth rescue, ATP luminescence; in the data active = growth rescue above about 28%, passing the limit was not always enough;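 note: yeast W303a lacking pdr1 and pdr3 grown in galactose medium; growth measured after three days at 30 °C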
PriA SSB inh – inhibitors of Klebsiella pneumoniae PriA binding to SSB C-terminal tail; hit rate 0.6% among 430,000; inhibition, % at 33 µM; AlphaScreen SSBct-PriA binding, biotinylated peptide; AID 1272365; in the data active = inhibition mostly above about 37%, no sharp cut-off; inactive = mostly below about 20%;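 note: plate controls were negative control peptide for no effect and reference peptide for full effect; strong numbers were not always called active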
SARS 3CLpro inh – SARS-CoV 3CLpro protease inhibition | recombinant SARS-CoV 3CLpro, quenched FRET peptide cleavage | AID 1706 | hit rate 0.14% among 290,000 | inhibition, % at 6 µM; in the data active = inhibition above about 12%
* = called active by the depositor; i = inactive; / = no result given; & = joins results of further samples. Not all compounds are listed; the hit share may differ from the screen's.

Structure,Vc quorum ag,Rv3671c inh,VHR inh abs,Y pestis TopoI,Anthrax LF inh2,MazEF act,TcdB inh,PfHsp40 rescue,PriA SSB inh,SARS 3CLpro inh
CCOc1ccc(NC(=O)CN(C)C(=O)c2ccc(C)o2)cc1OCC,i,-2,-20,2,-21,4,-0.4,0.4,28,3
COc1cc(Br)c(CC(=O)NNC(=O)c2ccc(F)cc2)cc1OC,i,0,/,-7,-2,-6,0.3,-0.4,-6,/
O=C(Cc1cc(=O)[nH]c(=O)[nH]1)NCc1ccccc1,-0.2,2,4,3,8,2,0.2,-0.9,-1,4
O=C(COC(=O)c1cc(Cl)ccc1O)NNC(=O)c1ccccc1F,i,2,/,3,0,6,-0.6,-0.8,3,/
Cc1ccc(OCC(=O)NCC(=O)Nc2ccc(F)c(F)c2F)c([N+](=O)[O-])n1,-0.4,0,13,-3,-1,3,0.3,0.2,-6,0
Cc1[nH]c(=O)[nH]c(=O)c1S(=O)(=O)Nc1ccc(F)c([N+](=O)[O-])c1,i,/,10,3,7,0,0.6,-0.1,4,-2
O=C1Nc2ccc(F)cc2C12OCCO2,-0.6,-2,2,2,-2,-12,-1.0,-0.6,-13,4
Cc1ccc(CSc2nnc3nc(C)cc(C)n23)cc1,0.4,3,10,-8,-1,-2,/,-1.6,2,1
COc1ccc(C(C)NC(=O)C23CC4CC(CC(C4)C2)C3)cc1 (centres undefined),i,-2,2,-3,-3,-3,0.4,-0.1,-4,1
Cc1ccc(-c2nnn(CC(=O)N(CC(=O)NCc3ccccc3)c3cccc(C)c3C)n2)o1,-2.8,-12,2,5,-5,10,/,5.6,11,-1
CC(O)c1cccc(NC(=O)CC(c2ccccc2)c2ccccc2)c1 (centres undefined),-0.3,-3,25,1,1,1,-1.1,-0.1,-23,0
CCOC(=O)c1oc2ccccc2c1CSc1nnnn1-c1ccc(OC)cc1,1.3,-3,-5,13,0,9,/,-0.2,-4,-3
O=C(COc1ccc(Cl)cc1)Nc1ccc(C(=O)NCc2cccnc2)cc1,-0.4,-3,21,0,-1,-1,/,-1.1,-6,0
CCCc1c(NC(=O)Nc2ccc(Cl)cc2Cl)cnn1-c1ccccc1,i,-7,2,16,12,-19,0.3,-0.2,-3,-1
COc1cccc(C(=O)NCCS(=O)(=O)N2CC(C)CC(C)C2)c1 (centres undefined),3.7,3,/,3,0,5,1.1,0.8,-7,/
CC1(NC(=O)c2cccc(S(=O)(=O)N3CCN(c4ccccc4)CC3)c2)CCS(=O)(=O)C1 (centres undefined),-1.6,4,/,0,-2,2,-0.8,0.7,6,/
C/C=C1/CN2C3CC1C(CO)(C(=O)OC)C2Cc1c3n(C)c2ccccc12 (centres undefined),-0.6,-15,-13,0,-5,0,0.8,0.3,-1,/
Fc1ccc(/C=N/Nc2ccccn2)cc1,-0.1,8,-7,6,-2,3,-0.4,-1.6,/,1
COc1ccc(NC(=O)C(=O)NCC(=O)Nc2cc(OC)ccc2OC)cc1,i,0,-15,-6,1,-5,0.4,-0.2,-5,-2
Cc1cc(OCC(=O)Nc2ccc3oc(=O)ccc3c2)ccc1Cl,i,3,-3,6,-10,-3,1.7,1.3,3,1
S=C(NCC1CCCO1)Nc1ccccc1Cl (centres undefined),-0.3,1,-3,-3,-1,7,1.0,-0.3,-4,1
OCCOCCn1c(C(CO)Nc2nc(-c3cccc(Br)c3)cs2)nc2ccccc21 (centres undefined),i,-3,/,6,8,1,1.8,-0.9,-6,/
CC1(C)Oc2ccc3ccc(=O)oc3c2-c2cn[nH]c21,i,0,13,-5,/,-6,/,0.4,-6,-4
CC1CCN(CC(C)CNC(=O)c2cc(-c3ccccn3)nc3ccccc23)CC1 (centres undefined),-5.6,3,28,10,-2,4,2.9,1.2,-20,5
CC(=O)Nc1ccc2nc(-c3ccccc3)cn2c1,-0.8,1,-2,5,0,6,0.7,-1.4,6,-1
CC(=O)N1CCOc2ccc(S(=O)(=O)N3CCC(C(=O)Nc4ccc(F)cc4)CC3)cc21,-0.3,1,-1,11,2,4,1.3,0.6,-3,1
O=C(COc1ccc(Cl)cc1Br)Nc1cccc(S(=O)(=O)N2CCCC2)c1,2.7,-24,/,36,1,-10,0.0,0.0,-15,/
O=S(=O)(NCc1ccccc1)c1cccc2nonc12,-1.2,2,7,4,1,-3,/,2.2,13,1
COc1cc(OC)cc(C(=O)NCc2n[nH]c(=S)n2-c2ccccc2OC)c1,i,4,-4,1,-3,4,/,-1.3,-4,-7
CCc1nnc(NS(=O)(=O)c2ccc(N=Cc3c(C)[nH]n(-c4cccc(Cl)c4)c3=O)cc2)s1,-0.1,-39,8,11,0,1,1.4,0.2,-8,2
CCCC(N)CCCCCC(=O)O (centres undefined),-0.4,/,36,4,-10,-1,/,-1.2,-14,-7
COc1cc2nc(Nc3ccc(F)cc3)nc(N)c2cc1OC,1.3,2,13,-12,6,4,2.3,-0.5,27,-4
O=C(/C=C/NNC(=O)c1ccccc1)c1ccc([N+](=O)[O-])cc1,-0.4,14,-17,1,3,8,0.4,-0.6,/,5
O=C(CSc1ccccn1)N/N=C/c1cc([N+](=O)[O-])ccc1O,-3.2,4,15,-12,-5,-8,0.2,5.1,/,1
CCOc1ccc(C(C(=O)NC2CCCC2)N(C(=O)c2snc(C(N)=O)c2N)C2CCCC2)cc1 (centres undefined),-0.1,0,6,5,1,1,1.9,1.1,10,1
Cc1ccccc1NC(=O)c1nc2nccc(C)n2n1,-2.3,8,0,4,0,/,/,0.3,/,-1
CC1=NNC(=O)C1CCC(=O)N/N=C/c1ccc(Cl)cc1Cl (centres undefined),-0.6,6,0,1,1,6,0.7,0.4,i,-4
O=C(Cn1nc(Cc2ccncc2)c2ccccc2c1=O)Nc1cccnc1Cl,i,0,27,3,-5,3,0.5,11,-7,4
O=C(COC(=O)c1cc([N+](=O)[O-])ccc1Cl)NCCc1ccccc1,i,-11,/,19,-4,5,-1.1,-0.7,8,/
CCN(c1ccccc1)S(=O)(=O)c1c(C)noc1C,1.2,/,/,-1,5,-4,0.6,-0.6,11,/
COc1cc(NC(=S)N2CCN(C)CC2)c(OC)cc1Cl,3.3,8,36,11,2,3,0.3,0.0,-5,2
Cc1ccc(S(=O)(=O)NC(=NC2CCCCC2)c2ccc(F)cc2)cc1,0.6,-4,36,8,-2,3,0.9,0.5,-9,1
COc1ccc(NS(=O)(=O)c2coc(C(N)=O)c2)cc1Cl,-0.9,-4,25,-8,8,-10,-0.4,0.4,-4,-3
Cc1nc2ncnn2c(C)c1CCC(=O)N1CC(C)CC(C)C1 (centres undefined),i,1,39,-9,1,0,/,-0.5,-3,1
Cc1cccc(C(=O)OCC(=O)NC2CCCCCCC2)c1,i,-1,/,18,/,-6,-2.0,4.9,0,/

Not a retest: an excerpt of the list.
Structure,Vc quorum ag,Rv3671c inh,VHR inh abs,Y pestis TopoI,Anthrax LF inh2,MazEF act,TcdB inh,PfHsp40 rescue,PriA SSB inh,SARS 3CLpro inh
CC(O)c1cccc(NC(=O)CC(c2ccccc2)c2ccccc2)c1 (centres undefined),-0.3,-3,25,1,1,1,-1.1,-0.1,-23,0
CCOC(=O)c1oc2ccccc2c1CSc1nnnn1-c1ccc(OC)cc1,1.3,-3,-5,13,0,9,/,-0.2,-4,-3
O=C(COc1ccc(Cl)cc1)Nc1ccc(C(=O)NCc2cccnc2)cc1,-0.4,-3,21,0,-1,-1,/,-1.1,-6,0

Next compounds:
Structure,Vc quorum ag,Rv3671c inh,VHR inh abs,Y pestis TopoI,Anthrax LF inh2,MazEF act,TcdB inh,PfHsp40 rescue,PriA SSB inh,SARS 3CLpro inh
CCOC(CN=c1nc(N(C)C)ss1)OCC,5.6,/,/,-5,1,6,0.8,-3.1,2,/
CCOc1ccccc1NC(=O)CSc1nnc(CNC(=O)c2cc(OC)c(OC)c(OC)c2)o1,-0.2,-1,-3,1,0,-1,-0.3,0.0,-6,8
Cc1cccc(C2=NN(c3ccccc3)[C@H](CO)[C@H]2c2ccccc2)c1,i,/,/,-11,-4,4,/,0.0,-43,/
Cc1ccc(NC(=O)c2ccc(-n3cccn3)nc2)cc1,-0.3,8,24,8,1,-7,-0.2,1.8,-9,2
COc1ccc(S(=O)(=O)N(C)C)cc1NC(=O)COC(=O)c1n[nH]c2ccccc12,i,/,/,9,-5,3,1.6,/,/,/
O=C(Nc1ccccc1)C1=C[C@@H](c2csc3ccccc23)C[C@@H](OCc2ccc(CO)cc2)O1,i,-38,26,5,-2,-10,1.0&-0.7,-0.1,-4,0
CSCCC(NC(=O)c1ccccc1)C(=O)N1CCN(C(c2ccccc2)c2ccccc2)CC1 (centres undefined),-0.1,-5,7,40,4,-4,1.3,-0.2,16,-3
Cc1ccc(-c2nc3ccccn3c2C=O)cc1,-0.3,-1,8,-5,-2,5,1.0,0.7,-5,4
Cc1ccccc1CSCc1nc(N)nc(Nc2ccccc2C)n1,0.2,-5,15,1,-4,-3,0.2,-0.3,1,10
Cc1nn(-c2cc(C(F)(F)F)ccc2Cl)c2nc(C(F)(F)F)[nH]c(=O)c12,-0.2,-14,3,7,0,3,/,-1.2,-7,0
CC(NC(=O)c1ccco1)C(=O)OCC(=O)c1ccc(Cl)s1 (centres undefined),-0.5,5,16,-14,-8,14,0.7,0.8,-5,-2
COc1ccc(C(=O)n2nc(-c3ccc(OC)cc3)nc2N)cc1,-0.4,10,-4,7,-1,-1,-0.2,-0.9,-1,2
C=C(C)CN(CC)C(=O)CSc1ccc(S(=O)(=O)N2CCN(Cc3ccccc3)CC2)cn1,i,-12,/,24,2,-5,0.0,-0.8,-7,/
COc1cccc(/C=C/C(=O)c2c(O)cc(C)oc2=O)c1O,i,5,30,1,6,-10,/,-0.4,-8,-1
CCOc1cc(/C=C2/C(=N)N3C(=NC2=O)SN=C3S(C)(=O)=O)ccc1OS(=O)(=O)c1ccccc1,-1.7,-5,12,11,-2,2,/,-0.1,-3,8
CC(C)(C)c1ccc(C(=O)NCc2cccnc2)cc1,10,-3,15,7,3,3,/,1.2,-6,4
Cc1sc2nc(SCc3nc4ccccc4[nH]3)n(Cc3ccco3)c(=O)c2c1C,-0.4,-21,-8,5,-3,6,-0.3,-1.2,-1,-2
COc1ccc(OCC(=O)Nc2ccc(N3CCN(C(=O)c4ccccc4)CC3)c(Cl)c2)cc1,i,-3,20,25,2,-7,1.0,39*,7,8
O=C(CCCCCn1c(=S)[nH]c2ccc(N3CCOCC3)cc2c1=O)NCc1ccccc1,i,5,-5,-2,2,8,0.2,0.2,-14,-2
CCCc1nnc(NC(=O)CCC(=O)N2CCN(Cc3ccccc3)CC2)s1,-0.1,9,-12,15,2,-7,1.7,-1.3,8,0
Cc1ccc(CNC(=O)CNS(=O)(=O)c2ccc3nc(C)sc3c2)cc1,-0.3,0,-6,3,-3,13,0.3,-1.7,-10,0
Cc1ccc(-c2nc(CS(=O)(=O)CC(=O)NCCCN3CCN(C)CC3)c(C)o2)cc1,i,1,17,0,-5,5,0.9,1.5,-6,2
O=C(Nc1ccc(S(=O)(=O)N2CCCC2)cc1)c1cc(=O)c2ccccc2o1,-0.3,-6,-9,2,-6,-1,1.4,-0.6,-12,6
CCOC(=O)C(=CNc1cc(C)nn1-c1ccccc1)C(=O)OCC,i,8,14,8,-3,-15,0.6,0.4,-6,1
CC(=O)N1C(C(=O)O)CSC1c1cccc(C)c1 (centres undefined),-12,-7,29,-1,1,5,/,0.3,-2,-1
CCCCN1C(=O)C(NC(C)=O)c2cc(Br)ccc21 (centres undefined),-2.2,-1,7,8,-2,2,/,0.7,18,4
O=C(Nc1cccc(OC(F)(F)F)c1)C1Cc2c(-c3ccc(Cl)cc3)ccnc2O1 (centres undefined),i,/,/,-1,-1,/,0.2,/,/,/
